Compound activity deposited in PubChem by Johns Hopkins Ion Channel Center.
TMEM16A act – mouse TMEM16A channel activation, primary screen; Q8BHY3; HEK293 TMEM16A/YFP-H148Q/I152L, iodide quench fluorescence; stronger effect = lower value; B-score at 10 µM; 0.3% of 340,000 active;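 active means fluorescence-ratio B-score plate-corrected deviation score at least 3 library SD below zero, with starting fluorescence score within 5 deviations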;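 further: channel opened by trigger with iodide after compound preincubation; score built on the fluorescence ratio of max minus min over baseline; more negative score means more quench and so TMEM16A activation or potentiation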
Target sequence (Q8BHY3 whole entry, looked up): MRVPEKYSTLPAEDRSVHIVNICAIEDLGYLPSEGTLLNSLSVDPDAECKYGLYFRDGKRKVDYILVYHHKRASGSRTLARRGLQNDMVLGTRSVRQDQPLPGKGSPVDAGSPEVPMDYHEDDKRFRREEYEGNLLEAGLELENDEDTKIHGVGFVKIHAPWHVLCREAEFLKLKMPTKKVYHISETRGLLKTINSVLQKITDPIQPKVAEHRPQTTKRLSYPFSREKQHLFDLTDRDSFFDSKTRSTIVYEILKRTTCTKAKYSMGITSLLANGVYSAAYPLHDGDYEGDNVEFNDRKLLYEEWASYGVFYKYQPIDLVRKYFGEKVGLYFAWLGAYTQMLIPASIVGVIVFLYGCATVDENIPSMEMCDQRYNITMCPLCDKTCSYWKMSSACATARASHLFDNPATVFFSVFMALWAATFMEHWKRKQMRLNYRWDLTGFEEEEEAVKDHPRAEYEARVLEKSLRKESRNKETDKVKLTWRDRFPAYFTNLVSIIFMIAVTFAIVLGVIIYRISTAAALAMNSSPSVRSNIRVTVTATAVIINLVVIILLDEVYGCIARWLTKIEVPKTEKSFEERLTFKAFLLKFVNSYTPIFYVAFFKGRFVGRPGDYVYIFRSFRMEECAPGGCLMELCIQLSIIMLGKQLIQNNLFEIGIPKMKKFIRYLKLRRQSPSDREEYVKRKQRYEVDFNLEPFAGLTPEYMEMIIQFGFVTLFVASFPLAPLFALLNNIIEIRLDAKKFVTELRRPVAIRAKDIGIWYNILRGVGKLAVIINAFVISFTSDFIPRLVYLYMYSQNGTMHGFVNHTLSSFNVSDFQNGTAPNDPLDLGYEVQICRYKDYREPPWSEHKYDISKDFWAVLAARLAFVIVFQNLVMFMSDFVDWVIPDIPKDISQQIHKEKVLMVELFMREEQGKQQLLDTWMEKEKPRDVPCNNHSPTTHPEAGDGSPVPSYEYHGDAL
* hit, by the source's call; i = inactive. An excerpt; count on the stated rates, not on these rows.

TMEM16A act | mol
i | O=C(NNc1ccccc1)NC(Cc1ccccc1)C(=O)O (centres undefined)
i | Cc1cc(NC(=O)CSc2nc(C)c(C)n2CC(C)C)no1
i | NC(=O)c1ccccc1OCC(=O)N1CCCC1c1ccc2c(c1)OCCCO2 (centres undefined)
i | CN(C)Cc1c[nH]c2nc[nH]c(=O)c12
i | Cc1cccc(NS(=O)(=O)c2ccc(C)c(C(=O)NCC(c3cccs3)N(C)C)c2)c1 (centres undefined)
i | O=C(COC(=O)c1cccc(Cl)c1)NC1CCCCCCC1
i | CCOc1ncccc1C(=O)OCC(=O)Nc1cccc(S(=O)(=O)N2CCCCCC2)c1
i | C(=NN1CCCCCC1)c1ccc2ccccc2n1
i | COc1ccc(CCN(C)S(=O)(=O)c2cn(C)c(=O)n(C)c2=O)cc1OC
i | CC(=O)c1nccs1
i | CN(C)c1ccc2cc(S(=O)(=O)O)cc(O)c2c1
i | COc1ccc(C(=O)N[C@H](C(=O)OCn2nnc3ccccc3c2=O)C(C)C)cc1
i | Cc1cccc(S(=O)(=O)N2CCn3cccc3C2C)c1 (centres undefined)
i | CC(=NN1CC(=O)NC1=O)c1ccc([N+](=O)[O-])o1
i | CCN(CC)S(=O)(=O)c1ccc(N2CCOCC2)c(NC(=O)c2ccc(=O)[nH]c2)c1
i | CCN(CC(=O)Nc1ccccc1OC)C(=O)c1ccc2[nH]c3c(c2c1)CC(C)CC3 (centres undefined)
i | COc1ccc(-c2oc(=O)c3cc(OC)c(OC)cc3c2C#CC2(O)CCCCC2)cc1
i | OC(CCN1CC2CCC(CC2)C1)(Cc1ccccc1)c1ccco1 (centres undefined)
i | CC1CCCCN1C(=S)NC(=O)c1cc(Br)ccc1Cl (centres undefined)
i | C[C@H](CO)N1C[C@H](C)[C@@H](CN(C)C(=O)Nc2ccc(C(F)(F)F)cc2)Oc2ccc(NS(=O)(=O)c3ccc(F)cc3)cc2C1=O
i | O=C(Nc1ccc2c(c1)[nH]c(=O)c1ccccc12)C(F)(F)F
i | O=C(C[n+]1ccccc1)N/N=C/c1ccccc1Cl
i | O=C1[C@H](Cc2ccccc2)NCCCC[C@H](c2ccc(Cl)cc2)N1Cc1ccccc1
i | Cc1cc(C)cc(OCC(=O)OCc2cc([N+](=O)[O-])cc3c2OCOC3)c1
i | COC(=O)c1cc(C(=O)OCC(=O)NCc2cccs2)cc([N+](=O)[O-])c1
i | Cn1c(SCC(=O)NC(=O)Cc2ccccc2)nnc1-c1ccc(F)cc1
i | O=C(COC(=O)CNC(=O)c1ccccc1)NC1CCCC1
i | NC(=S)N=Nc1c(O)cc(O)c2[nH]c(=O)ccc12
i | COc1cc(OC)cc(C(=O)OCC(=O)Nc2cccc(S(=O)(=O)NC3=NCCCCC3)c2)c1
i | CC1CCC2(CC1)NC(=O)N(CC(=O)N1CCN(C(=O)c3ccco3)CC1)C2=O (centres undefined)

Continued, overlapping the part above by four compounds.
TMEM16A act | mol
i | O=C(COC(=O)CNC(=O)c1ccccc1)NC1CCCC1
i | NC(=S)N=Nc1c(O)cc(O)c2[nH]c(=O)ccc12
i | COc1cc(OC)cc(C(=O)OCC(=O)Nc2cccc(S(=O)(=O)NC3=NCCCCC3)c2)c1
i | CC1CCC2(CC1)NC(=O)N(CC(=O)N1CCN(C(=O)c3ccco3)CC1)C2=O (centres undefined)
i | CC(=O)c1ccc(-c2ccc(C(=O)Nc3nc(-c4ccccn4)cs3)o2)cc1
i | Cc1ccc(C(C)(C)C)cc1S(=O)(=O)Nc1ncnc2sccc12
i | CC(=O)N1CCN(C(=O)c2ccc(Cl)c(S(=O)(=O)N3CCCCCC3)c2)CC1
i | CCOC(=O)c1c(C)[nH]c(C)c1C(=O)COC(=O)CCc1ccccc1
i | CCOc1nc(NC(=O)NS(=O)(=O)Oc2cccc(Cl)c2)nc(-c2ccccc2)n1
i | CCN(CC(=O)NC1CCS(=O)(=O)C1)S(=O)(=O)c1ccc(Cl)c(C(F)(F)F)c1 (centres undefined)
-5.81* | CC(=O)c1ccc(S(=O)(=O)N(C)CCCC(=O)NCc2ccc3c(c2)OCO3)cc1
i | NS(=O)(=O)c1ccc(NC(=O)COC(=O)C2CC2)cc1
i | O=C1C=C(C2CCCCC2)C(=O)c2ccccc21
i | COCc1c(C(=O)OCC(=O)c2ccc[nH]2)oc2ccccc12
i | CCOc1cc(N2CCOCC2)c(OCC)cc1NC(=O)CSc1nnc(N)s1
i | Cn1cccc1C(=O)OCC(=O)Nc1ccc2[nH]c(=O)[nH]c2c1
i | O=C(COC(=O)c1c2c(nc3ccccc13)/C(=C\c1ccco1)CC2)NC1CCCC1
i | COCCN1C(=O)c2ccccc2C(C(=O)NCCCN2CCCC2=O)C1c1c[nH]c2ccccc12 (centres undefined)
i | COc1ccccc1-c1sc2ccccc2c1-c1ccc2c(c1)OCCO2
i | COc1ccc(NS(=O)(=O)c2ccc(N3CCCCC3)c(N)c2)cc1
i | Cc1ccccc1-c1nnc(-c2cccc3ccccc23)o1
i | CCCCNC(=O)CSc1nc2ccc(N3CCOCC3)cc2c(=O)n1Cc1ccc(OC)cc1
i | CC(Nc1ccc([N+](=O)[O-])cc1[N+](=O)[O-])c1ccccc1 (centres undefined)
i | COc1ccc(C(=O)COC(=O)/C=C/c2ccccc2)c(OC)c1
i | Cc1ccccc1S(=O)(=O)NC(=NCc1ccc(F)cc1)c1ccccc1
i | CC(=O)NC(Cc1c[nH]c2ccccc12)C(=O)N1CCN(S(=O)(=O)c2ccccc2)CC1 (centres undefined)
i | N#CCCn1cc(C(=O)CN2C(=O)C(=O)N(C3CCCC3)C2=O)c2ccccc21
i | CN(C)c1ccc(S(=O)(=O)NCC(=O)OCC(=O)c2ccc[nH]2)cc1[N+](=O)[O-]
i | CCCN(CC(=O)Nc1ccccc1C)C(=O)c1cnc(C)cn1
i | Cc1ccc(S(=O)(=O)N2CCN(C(=O)Cn3c(=O)cnc4ccccc43)CC2)c(C)c1
i | CC(=O)N1CCN(S(=O)(=O)c2ccc3c(c2)OCCO3)CC1
i | N=c1ccn(O)cc1CCc1ccccc1
i | COc1ccc(CNC(=O)CSC(=S)N2CCCC2)cc1
i | O=C(O)c1cccc(Nc2nc3ccccc3nc2NS(=O)(=O)c2ccccc2)c1

3 of the compounds above, as labelled records:
Structure: O=C(C[n+]1ccccc1)N/N=C/c1ccccc1Cl
  TMEM16A act: i

Structure: O=C1[C@H](Cc2ccccc2)NCCCC[C@H](c2ccc(Cl)cc2)N1Cc1ccccc1
  TMEM16A act: i

Structure: Cc1cc(C)cc(OCC(=O)OCc2cc([N+](=O)[O-])cc3c2OCOC3)c1
  TMEM16A act: i

Structures from the list above that have two or more sulfur atoms:
TMEM16A act | mol
i | Cc1cccc(NS(=O)(=O)c2ccc(C)c(C(=O)NCC(c3cccs3)N(C)C)c2)c1 (centres undefined)
i | Cc1ccc(C(C)(C)C)cc1S(=O)(=O)Nc1ncnc2sccc12
i | CCN(CC(=O)NC1CCS(=O)(=O)C1)S(=O)(=O)c1ccc(Cl)c(C(F)(F)F)c1 (centres undefined)
i | CCOc1cc(N2CCOCC2)c(OCC)cc1NC(=O)CSc1nnc(N)s1
i | COc1ccc(CNC(=O)CSC(=S)N2CCCC2)cc1

The list goes on:
TMEM16A act | mol
i | CC(NC(=O)COC(=O)c1ccc2c(c1)OCCO2)c1ccccc1 (centres undefined)
i | COc1ccc(OCC(=O)NNC(=O)C2CCC2)cc1
i | CC1CCN(C(=O)COC(=O)c2ccc(N3CCCC3=O)cc2)CC1
i | CC12CCC(C(=O)CC1=O)C2(C)C (centres undefined)
i | C[C@H](CO)N1C[C@H](C)[C@@H](CN(C)Cc2ccccc2)Oc2c(NC(=O)Cc3ccccc3)cccc2C1=O
i | CCN(CC)C(=O)c1[nH]cnc1C(=O)N[C@@H](C)c1ccccc1
i | COC(=O)c1cccc(-c2noc(-c3ccccc3F)n2)c1
i | COc1ccccc1C(CNC(=O)c1cccc(S(=O)(=O)N2CCCc3ccccc32)c1)N(C)C (centres undefined)
i | O=C(Nc1cccc(S(=O)(=O)NC2=NCCC2)c1)c1cc(=O)[nH]c2ccccc12
i | CN(C)c1cc2c3ccccc3n(C)c2cc1N
i | Cc1ccc(-c2csc(N)n2)cc1
i | Cc1cccc(C(=O)NCC(=O)N2CC=C(c3ccccc3)CC2)c1
i | CCOc1ccc(Br)cc1S(=O)(=O)NC1CCCC1
i | Cc1cc(OCC(=O)OCC(=O)NC2CCCCCC2)ccc1Cl
i | O=C(NCc1ccccc1CN1CCCC1)c1cc2ccccc2o1
i | O=C(OC1CCOC1=O)c1cc(S(=O)(=O)N2CCOCC2)c(Cl)cc1Cl (centres undefined)
i | CC1CN(S(=O)(=O)c2ccc(C(=O)N(C)C3CCCCC3)cc2)CC(C)O1 (centres undefined)
i | Cc1ccc(C(=O)OCC(=O)NC2CCS(=O)(=O)C2)c(C)c1 (centres undefined)
i | CCOc1ccc(N2C(=O)C3CCCN3C2=S)cc1 (centres undefined)
i | CC1(C)CC[C@]2(CO)CC[C@]3(C)C(=CCC4[C@@]5(C)CC[C@H](O)[C@@](C)(CO)C5CC[C@]43C)[C@@H]2C1 (some centres undefined)
i | O=C(COC(=O)CN1C(=O)c2ccccc2C1=O)Nc1ccccc1[N+](=O)[O-]
i | CS(=O)(=O)c1ccc(NC(=O)c2ccccc2-n2cnnn2)cc1
i | CCc1ccc(OC(=O)Cc2ccc(OC)c(S(=O)(=O)N3CCOCC3)c2)cc1
i | COc1ccc(S(=O)(=O)N2CCCCC2)cc1NC(=O)c1cccc(S(=O)(=O)N2CCOCC2)c1
i | CC1CCN(C(=O)c2nc[nH]c2C(=O)N2CCc3ccccc3C2)CC1
i | Cc1nnc(SCC(=O)NNC(=O)c2ccccc2)n1N
i | Cn1c(N)c(C(=O)CSc2nnc(C3CC3)n2Cc2ccccc2)c(=O)[nH]c1=O
i | CCN(CC(=O)Nc1ccc(NC(C)=O)cc1)C(=O)c1ccc(N2C(=O)c3ccccc3C2=O)cc1
i | NC(=O)C1CCN(c2nc(-c3ccccc3-c3ccccc3)cs2)CC1
i | O=C(COc1ccccc1F)OCC(=O)c1ccc([N+](=O)[O-])cc1

Further results follow.
TMEM16A act | mol
i | COc1ccc(OC)c(S(=O)(=O)N2CCN(CC(O)CN3CCOCC3)CC2)c1 (centres undefined)
i | CSc1ccccc1C(=O)OCC(=O)N1CCCC1=O
i | COc1ccc(-c2oc3ccccc3c2C#CC(C)(C)O)cc1
i | Cc1nn(-c2cccc(Cl)c2)nc1C(=O)Nc1cccc(C(=O)NC2CC2)c1
i | COc1ccc(-c2c(C)cc3oc(=O)cc(-c4ccccc4)c3c2C)cc1OC
i | Nc1ncccc1C(=O)OCC(=O)N1CCN(S(=O)(=O)c2ccc(Cl)cc2)CC1
i | CSc1ccccc1NC(=O)CN(C)C(C)C(=O)NCc1ccc2c(c1)OCO2 (centres undefined)
i | COCCN(C(=O)COC(=O)/C=C/c1cccc(C(F)(F)F)c1)c1c(N)n(CC(C)C)c(=O)[nH]c1=O
i | CC1(C2CC2)NC(=O)N(CC(=O)N2CCN(S(=O)(=O)c3ccc(F)c(F)c3)CC2)C1=O (centres undefined)
i | COc1ccc(-c2cc3cc4c(cc3cn2)OCO4)cc1
i | COc1ccc(N(CCC(=O)NCCc2ccccc2)S(=O)(=O)c2ccc(C)cc2C)cc1
i | CSc1ccccc1C(=O)OCC(=O)Nc1cccnc1Cl
i | CN(C)C(CNC(=O)c1cc2ccccc2o1)c1ccco1 (centres undefined)
i | CC(=O)Nc1cccc(NCC(=O)Nc2cc(S(=O)(=O)N3CCCCC3)ccc2Cl)c1
i | CCC(=O)NC(c1cccs1)c1cc(Cl)c2ccccc2c1O (centres undefined)
i | CC(C)(C)OC(=O)NCCCCCNC(=O)c1[nH]cnc1C(=O)NC1CCN(C(=O)OC(C)(C)C)CC1
i | CCCCN(C(=O)c1ccc(N2CCCC2=O)cc1)c1c(N)n(CC(C)C)c(=O)[nH]c1=O
i | O=C(O)c1cc(S(=O)(=O)Nc2cc(Cl)ccc2Oc2ccccc2)ccc1O
i | O=C1C=C(c2ccc3c(c2)oc2ccccc23)C[C@@H](c2ccc(Cl)cc2)C1
i | COC(=O)C1C2CC(=O)C(C2)C1C(=O)OC (centres undefined)
i | CC1CC(=O)Nc2ccccc2N1C(=O)CN1C(=O)C(=O)N(C)C1=O (centres undefined)
i | CSc1nc(N)nc2c1ncn2CC(=O)NCc1ccc2[nH]ccc2c1
i | COc1cc2c(cc1OC)C(C(N)=O)NCC2 (centres undefined)
i | COc1ccc(OC)c(C(=O)COC(=O)COc2ccccc2)c1
i | CCC(C)(C)C(=O)O
i | COc1ccc(C(=O)NCC(=O)OCC(=O)NCc2ccco2)cc1
i | Cc1ccc(C2=NN(C(=O)CN3CCN(C4CCS(=O)(=O)C4)CC3)C(c3ccco3)C2)cc1 (centres undefined)
i | Cc1ccc(S(=O)(=O)CC(=O)NCc2ccc(Cl)cc2)cc1
i | Cc1ccccc1-c1cc(C(=O)NCc2cccc(Br)c2)nn1CC1CC(c2cccc([N+](=O)[O-])c2)=NO1 (centres undefined)
i | O=S(=O)(Oc1ccccc1)c1ccc(Cl)c(Cl)c1

New compounds follow:
TMEM16A act | mol
i | CCOC(=O)C(C#N)=CN1CCN(C(=O)CCCl)c2ccccc21
i | CCN1C[C@@H]2[C@@H]3C(=O)N(C)C(=O)[C@@H]3[C@](CC)(C1=O)N2C(=O)c1ccc(C)cc1
i | OCC1(CO)CC2(C1)CC(CO)(CO)C2
i | CN(C(=O)CSc1nnc(-c2cccs2)n1C1CC1)C1CCS(=O)(=O)C1 (centres undefined)
i | O=C(CCc1nc2ccccc2c(=O)[nH]1)Nc1cc(Cl)ccc1N1CCCC1
i | COc1ccc(-c2nc(SC(C)C(=O)NC3CC3)n[nH]2)cc1 (centres undefined)
i | COC/C=C/C1=CC(=O)C[C@H](c2ccc3c(c2)OCO3)C1
i | CC1CCCC(C)N1C(=O)COC(=O)c1ccc([N+](=O)[O-])o1 (centres undefined)
